Bioassay records from PubChem.
D1 antagonist = blocks dopamine activation of the human D1 receptor. HEK293 TREx D1 cells, calcium flux, dopamine EC80; active compounds read low. 3.2% of 360,000 active. activity change, negative = inhibition, % at 10 µM. P21728; in the data active = activity change below about -30%; note: % is set by controls: 0 for no effect and ±100 for the full control effect
Target sequence (P21728 whole entry, looked up): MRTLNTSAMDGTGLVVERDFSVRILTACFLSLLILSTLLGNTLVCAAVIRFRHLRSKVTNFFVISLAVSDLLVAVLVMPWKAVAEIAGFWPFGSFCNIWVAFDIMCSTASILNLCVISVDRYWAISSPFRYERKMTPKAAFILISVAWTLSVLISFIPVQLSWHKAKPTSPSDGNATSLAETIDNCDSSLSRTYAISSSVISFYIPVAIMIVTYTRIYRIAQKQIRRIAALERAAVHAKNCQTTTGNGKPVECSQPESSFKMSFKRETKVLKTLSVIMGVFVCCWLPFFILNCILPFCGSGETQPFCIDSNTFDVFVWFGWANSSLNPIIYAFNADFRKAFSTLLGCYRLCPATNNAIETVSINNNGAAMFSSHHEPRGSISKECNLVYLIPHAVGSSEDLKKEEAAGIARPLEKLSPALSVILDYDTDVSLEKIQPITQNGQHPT
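Cells carrying a force-coupled, tetracycline-inducible human D1 receptor report calcium flux. Each well gets a 10 s baseline, compound with 180 s monitoring, then an EC80 dopamine stimulus with a second 180 s kinetic read.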
D1 ag = activates the human D1 dopamine receptor | P21728 | HEK293 T-REx D1 cells, calcium flux, agonist mode | activation, % at 2 µM | 1% of 360,000 active | AID 504660; in the data active = activation above about 30%; note: 0% is about no effect
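Inducible HEK293 T-REx D1 cells, force-coupled to calcium signalling, were plated at 4000 cells/well with tetracycline and held overnight at 30 C. After no-wash calcium dye loading, compound-evoked calcium rise over 180 s flagged agonists.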
RXFP1 antag = blocks the human relaxin receptor RXFP1. 0.59% of 350,000 active. activity change, negative = inhibition, % at 57.5 µM. Q9HBX9. AID 1259400. HEK293-RXFP1, relaxin-stimulated cAMP HTRF, 30 min; active compounds read low;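 active = activity change of -60% or lower, but not beyond a set lower limit; inconclusive = change between -60% and -40%, or beyond the set limit; inactive = change above -40%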; note: % is set by controls: 0 for no effect and ±100 for the full control effect
TRHR ag = TRH receptor (human) agonism. P34981. TRHR cells, calcium flux fluo-8, FDSS agonist mode. activation, % at 2 µM. 0.18% of 360,000 active; in the data active = activation above about 30%; note: 0% is about no effect
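TRHR-expressing cells, plated overnight in medium with 10% serum, were loaded with fluo-8 calcium dye at room temperature. After a 10 s baseline, library compound was pin-added and calcium release was recorded kinetically (ex 480/em 530) as agonist response.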
D2 PAM = positively modulates the human D2 dopamine receptor allosterically; 0.34% of 340,000 active; potentiation, % at 10 µM; HEK293 T-REx D2, calcium flux, EC20 dopamine potentiation; P14416; AID 485347;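 active = potentiation over 3 SD above the plate norm, cut at about 30% in these data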; note: 0% is about no effect
Target sequence (P14416 whole entry, looked up): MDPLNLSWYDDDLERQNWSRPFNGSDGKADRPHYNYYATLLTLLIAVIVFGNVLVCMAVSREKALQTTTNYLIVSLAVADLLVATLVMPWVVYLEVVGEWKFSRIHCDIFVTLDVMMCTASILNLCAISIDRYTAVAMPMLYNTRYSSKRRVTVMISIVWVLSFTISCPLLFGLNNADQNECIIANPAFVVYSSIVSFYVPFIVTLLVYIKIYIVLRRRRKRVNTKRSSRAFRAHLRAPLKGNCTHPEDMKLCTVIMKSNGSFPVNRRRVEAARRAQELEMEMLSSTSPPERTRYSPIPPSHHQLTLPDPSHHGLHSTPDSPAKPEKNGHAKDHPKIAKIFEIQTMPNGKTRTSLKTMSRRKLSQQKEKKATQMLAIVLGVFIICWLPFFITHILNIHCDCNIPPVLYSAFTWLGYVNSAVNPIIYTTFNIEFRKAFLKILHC
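Cells plated with tetracycline inducer and held overnight at 30 C; calcium dye loaded 30–90 min at room temperature; baseline taken, compound added and read 180 s; EC20 dopamine then added and read 180 s.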
D1 PAM = potentiators of human D1 dopamine receptor. P21728. potentiation, % at 10 µM. HEK293 TREx D1 cells, calcium flux, dopamine EC20 potentiation. 0.036% of 360,000 active. AID 504651; in the data active = potentiation above about 30%; note: 0% is about no effect
TRHR enhancer = TRH receptor (human) allosteric enhancement; P34981; TRHR cells, fluo-8 calcium fluorescence, EC20 TRH enhancement; enhancement, % at 2 µM; 0.66% of 360,000 active; AID 493056; in the data active = enhancement above about 30%; note: 0% is about no effect
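Enhancer read-out: after compound pinning and an initial kinetic agonist-mode read, an EC20 of TRH (10 nM final) was injected and fluo-8 calcium signal (Ex 480/Em 530) followed at 1 s/cycle for 100 cycles in TRHR-expressing cells.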
RXFP1 ag = activates the human relaxin receptor RXFP1. Q9HBX9. HEK293T-RXFP1 cAMP TR-FRET, 30 min; response scale: percent of porcine relaxin response, buffer zero. Potency, µM (top dose mostly 57.5 µM), for the others: at the top dose activation, actives largely listed as activators. 0.3% of 370,000 active; note: potency is the fitted concentration of half-maximal effect; % is set by controls: 0 for no effect and ±100 for the full control effect; nearly all actives have a fitted effect of over 60% in size; many of its hits are not listed in these tables
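cAMP rise read by TR-FRET after 30 min, 37C compound exposure (up to 58 uM) in RXFP1-transfected HEK293 cells with Ro 20174 present. EC50 from Hill-equation fits, with 29 nM porcine relaxin as 100% and buffer as basal.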
Anesthetic bind = binds horse apoferritin like a general anesthetic; apoferritin/1-aminoanthracene competitive binding, fluorescence; Potency, µM (titrated, usually from 77.5 µM), inactives show at the top dose activity change, negative = displacement, usual class: inhibitors; 0.074% of 350,000 active; AID 485281; note: potency is the fitted concentration of half-maximal effect; % is set by controls: 0 for no effect and ±100 for the full control effect; nearly all actives have a fitted effect of over 20% in size
Target sequence (P02791 2-175 limits assumed): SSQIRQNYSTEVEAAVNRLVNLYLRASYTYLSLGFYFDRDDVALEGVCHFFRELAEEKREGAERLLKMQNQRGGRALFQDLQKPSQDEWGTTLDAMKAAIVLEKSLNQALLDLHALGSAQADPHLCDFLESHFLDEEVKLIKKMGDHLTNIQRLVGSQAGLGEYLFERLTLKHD
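Apoferritin-based anesthetic binding model; compound displacement of fluorescent 1-AMA measured as endpoint fluorescence after 10 minutes at room temperature, scaled to free-ligand and complex controls.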
An asterisk follows results filed as active; ? = inconclusive; . = no result given; & = joins results of further samples; ! = a repeat was not active; [ ] = dose if it differs, or a comment. Unless noted, calls come from the whole dose curve; as a rule, active = well fitted curve in the direction sought with a large enough effect; inconclusive = small, poorly fitted or top-dose-only effect, or another doubt; inactive = no such curve, though single readings can be large; an effect the other way counts as inactive or inconclusive. Some of the compounds tested; rates above refer to the full screens.

SMILES	D1 antagonist	D1 ag	RXFP1 antag	TRHR ag	D2 PAM	D1 PAM	TRHR enhancer	RXFP1 ag	Anesthetic bind
COc1ccc(/C=C(/NC(=O)/C=C/c2ccccc2)C(=O)N2CCOCC2)cc1	-5	1	-8	0.5	-2	-10	2	2.0%	6%
O=C(Nc1ccccc1[N+](=O)[O-])c1csnn1	4	0	0	0.9	-7	1	2	-1.1%	7%
CN(C)S(=O)(=O)c1cccc(NC(=O)COC(=O)CCC(=O)c2ccc(F)cc2)c1	-21	5	-3	0.1	2	-11	8	1.6%	?
NC(=O)CSc1nc(O)cc(=O)n1-c1ccccc1	9	2	-10	1.3	-11	1	-1	-0.4%	-1%
COc1ccc(C2N(c3ccc(Cl)cc3)N=C(C(C)=O)N(C)N2C(C)=O)cc1 (centres undefined)	-9	0	-19	-0.6	0	-12	-3	2.1%	-21%
CCc1ccccc1-n1c(SCC(=O)NC)nnc1-c1cccnc1	-4	9	-14	-3.1	23	-1	6	-1.7%	-10%
CCOC(=O)c1c(S(=O)(=O)N2c3ccccc3CC2C)c(C)n(C)c1C (centres undefined)	25	2	-10	-0.7	0	-11	-5	1.3%	-7%
CC1=CN2C(=N)/C(=C/c3ccc(Sc4ccc(C)cc4)o3)C(=O)N=C2S1	-12	11	-3	2.0	-2	-4	5	0.9%	-18%
Cc1sc2ncnc(N3CCC(C(=O)N(C)CC(=O)Nc4ccc(Cl)c(C(F)(F)F)c4)CC3)c2c1C	1	5	20	1.5	4	14	17	3.5%	.
O=C(O)COc1ccc(NC(=O)c2ccc(NC(=O)c3ccco3)cc2)cc1	-3	2	6	1.0	4	-4	1	-0.6%	1%
O=C(Nc1ccc(-c2ccccc2)cc1)c1ccco1	-12	4	-7	-0.4	1	-2	2	0.0%	-9%
COc1ccc(S(=O)(=O)N2CCCC(C(=O)N3CCN(C)CC3)C2)cc1Cl (centres undefined)	-5	3	-1	0.9	1	7	8	-0.9%	0%
COc1ccc(CCNC(=O)COC(=O)C2CC2)cc1	3	1	6	0.5	-1	-3	1	0.5%	-6%
CCc1cccc(NC(=O)CSc2ncc3c(n2)-c2ccc(Cl)cc2N(Cc2ccccc2)S3(=O)=O)c1	-8	6	.	-0.5	-13	4	5	?	-2%
COc1ccc2c(OC)cc(-c3ccccc3)nc2c1	-1	-3	-3	-0.4	7	2	5	2.2%	-17%
CCOc1cc(C(c2c(C)[nH][nH]c2=O)c2c(C)[nH][nH]c2=O)cc(Br)c1OC	1	3	7	0.0	2	7	-3	2.0%	2%
O=C(/C=C/c1ccc(OCCCF)cc1)Nc1ccnc(-c2cccnc2)n1	-17	7	-11	1.0	3	-5	-1	20%	-11%
Cc1ccc(C)c(SCC(=O)Nc2cc(C)nn2-c2ccc(F)cc2)c1	-13	1	.	-0.6	6	-8	5	0.0%	3%
COc1ccccc1CNC(=O)CCS(=O)(=O)c1cccs1	-4	2	-2	-0.4	.	-13	-1	-1.0%	4%
Cc1ccc(-n2c(CNc3cccc(Cl)c3)n[nH]c2=S)cc1	-1	4	-21	-0.7	0	3	1	1.7%	-14%
CC(C)(C)c1ccc(C(=O)NNC(=O)C(=O)N2CCCCC2)cc1	-1	1	8	0.5	-2	2	-3	0.4%	7%
Cc1ncccc1C(=O)N1CCCC(C(=O)c2ccc3c4c(cccc24)CC3)C1 (centres undefined)	9	3	-22	0.5	3	-2	-1	-1.1%	-4%
CCOC(=O)c1cc(-c2ccccc2)n(CCCC(=O)Nc2cccc(C)c2C)c1C	1	10	-28	0.2	.	-3	13	0.3%	101%[activator]
COCCCNC(=S)N/N=C/c1ccc2c(c1)OCO2	-6	-1	2	-0.6	.	2	3	-0.1%	-9%
O=c1c(-c2ccccc2)c[nH]n1-c1cccc([N+](=O)[O-])c1	-17	3	-9	0.3	7	-1	4	-2.8%	-5%
Cc1cccc(-n2ncc3c2CCCC3NC(=O)CN2CCOC2=O)c1C (centres undefined)	-3	0	18	-0.8	4	1	1	1.9%	-14%
CSc1ccc(/C=N/NC(=O)COc2ccc(Br)cc2Cl)cc1	2	-1	0	-0.1	2	1	4	0.0%	-3%
CC1CCN(c2nc3ccc(C(=O)NCCc4ccc(S(N)(=O)=O)cc4)cc3s2)CC1	4	4	.	1.7	0	-2	-4	6.5%	4%
CCc1nn(CC(=O)NC(C)CC)c(=O)c2cc3occc3n12 (centres undefined)	13	1	.	0.7	2	-3	1	6.5%	-11%
Cc1csc(/C(=N/OC(=O)c2ccco2)C(N)=O)n1	-10	4	-5	-0.2	4	-3	5	1.7%	10%
COc1ccc(NC(=O)C(CC(C)C)NS(=O)(=O)c2ccc3c(c2)oc(=O)n3C)cc1Cl (centres undefined)	6	3	.	0.7	1	3	-1	0.4%	1%
CN(CC(=O)Nc1c(Cl)cccc1Cl)C(=O)CNC(=O)C1CCCCC1	-13	0	-11	0.1	5	-4	-3	3.9%	-3%
CN1C(=O)[C@H]2[C@@H](/C=C/c3ccccc3)N3C(=O)CN(CCO)C(=O)[C@@]3(Cc3ccccc3)[C@H]2C1=O	16	2	.	0.7	4	-3	6	0.1%	-1%
O=C(COc1ccc2c(c1)oc(=O)c1ccccc12)NCC1CCC(C(=O)O)CC1 (centres undefined)	1	1	.	0.2	20	1	3	4.9%	-3%
CN1CCN(CCC(=O)Nc2ccc(C3CCCC3)cc2)CC1	-9	2	-6	1.1	-4	-4	2	-0.2%	?
CCOC(=O)c1c(N)n[nH]c1-c1ccccc1	-1	1	-16	0.0	-5	-4	3	-1.3%	-14%
COc1ccccc1C(=O)Nc1cccnc1	12	2	-7	-0.3	13	-3	-3	-0.3%	-3%
COC(=O)c1c(N2C(=O)Nc3ccccc3N2O)sc(C)c1C	11	-3	-10	-0.4	-2	0	2	-0.2%	-2%
Cc1ccccc1C(=O)Nc1cccc(C(=O)Nc2ccccc2C(=O)O)c1	-17	3	-6	0.1	33*	-2	5	2.9%	-6%
Cc1cc(C)c(NC(=O)CCCC(=O)O)c(Cl)c1	-1	0	-4	0.5	-1	-2	0	-0.8%	-13%

Ordered by molecular weight (low to high): 3 of the compounds above.
SMILES	D1 antagonist	D1 ag	RXFP1 antag	TRHR ag	D2 PAM	D1 PAM	TRHR enhancer	RXFP1 ag	Anesthetic bind
COCCCNC(=S)N/N=C/c1ccc2c(c1)OCO2	-6	-1	2	-0.6	.	2	3	-0.1%	-9%
Cc1cccc(-n2ncc3c2CCCC3NC(=O)CN2CCOC2=O)c1C (centres undefined)	-3	0	18	-0.8	4	1	1	1.9%	-14%
CCOC(=O)c1cc(-c2ccccc2)n(CCCC(=O)Nc2cccc(C)c2C)c1C	1	10	-28	0.2	.	-3	13	0.3%	101%[activator]

Additional results
SMILES	D1 antagonist	D1 ag	RXFP1 antag	TRHR ag	D2 PAM	D1 PAM	TRHR enhancer	RXFP1 ag	Anesthetic bind
COc1ccc(S(=O)(=O)NCC2CCCN(C(=O)c3ccccc3)C2)cc1 (centres undefined)	-7	1	1	-1.8	2	1	-2	1.1%	-3%
O=[N+]([O-])c1cc(Cl)c(O)c2ncccc12	1	3	-22	-0.2	9	-2	-2	-1.5%	-10%
C=C(Br)Cn1c(CC(C)C)nc2ccccc21	-20	2	-8	-0.6	16	-9	0	1.1%	-18%
O=C1CCc2cc(S(=O)(=O)Nc3ccccc3)cc3c2N1CCC3	14	1	10	0.6	12	-3	6	1.7%	.
COC(=O)c1cc2c(=O)n3cccc(C)c3nc2n(Cc2cccnc2)c1=N	2	2	.	0.7	-2	-5	-1	1.0%	8%
CCC(C)NC(=O)C(CCSC)NC(=O)c1ccccc1 (centres undefined)	4	2	-5	0.1	2	-4	5	2.5%	-8%
CSc1ccc(N/N=C(/C#N)S(=O)(=O)C(C)(C)C)cc1	0	15	-9	0.4	19	-5	2	1.6%	-23%
COc1ccc(NC(=O)C2CCCN(S(=O)(=O)c3ccc4[nH]c(=O)ccc4c3)C2)cc1OC (centres undefined)	-7&4	2&2	19&0	0.0&-0.1	3&1	0&2	39*!	?	1%&2%
CCN(CC)Cc1ccc(NC(=O)c2sc3cc(Cl)ccc3c2Cl)cc1	-4	9	12	0.5	6	-11	-2	6.3%	5%

In the list so far, 11 contain an aryl methoxy group.
SMILES	D1 antagonist	D1 ag	RXFP1 antag	TRHR ag	D2 PAM	D1 PAM	TRHR enhancer	RXFP1 ag	Anesthetic bind
COc1ccc(/C=C(/NC(=O)/C=C/c2ccccc2)C(=O)N2CCOCC2)cc1	-5	1	-8	0.5	-2	-10	2	2.0%	6%
COc1ccc(C2N(c3ccc(Cl)cc3)N=C(C(C)=O)N(C)N2C(C)=O)cc1 (centres undefined)	-9	0	-19	-0.6	0	-12	-3	2.1%	-21%
COc1ccc(S(=O)(=O)N2CCCC(C(=O)N3CCN(C)CC3)C2)cc1Cl (centres undefined)	-5	3	-1	0.9	1	7	8	-0.9%	0%
COc1ccc(CCNC(=O)COC(=O)C2CC2)cc1	3	1	6	0.5	-1	-3	1	0.5%	-6%
COc1ccc2c(OC)cc(-c3ccccc3)nc2c1	-1	-3	-3	-0.4	7	2	5	2.2%	-17%
CCOc1cc(C(c2c(C)[nH][nH]c2=O)c2c(C)[nH][nH]c2=O)cc(Br)c1OC	1	3	7	0.0	2	7	-3	2.0%	2%
COc1ccccc1CNC(=O)CCS(=O)(=O)c1cccs1	-4	2	-2	-0.4	.	-13	-1	-1.0%	4%
COc1ccc(NC(=O)C(CC(C)C)NS(=O)(=O)c2ccc3c(c2)oc(=O)n3C)cc1Cl (centres undefined)	6	3	.	0.7	1	3	-1	0.4%	1%
COc1ccccc1C(=O)Nc1cccnc1	12	2	-7	-0.3	13	-3	-3	-0.3%	-3%
COc1ccc(S(=O)(=O)NCC2CCCN(C(=O)c3ccccc3)C2)cc1 (centres undefined)	-7	1	1	-1.8	2	1	-2	1.1%	-3%
COc1ccc(NC(=O)C2CCCN(S(=O)(=O)c3ccc4[nH]c(=O)ccc4c3)C2)cc1OC (centres undefined)	-7&4	2&2	19&0	0.0&-0.1	3&1	0&2	39*!	?	1%&2%
